Growth percent in the NCI-60 one-dose screen (48 h, 10 µM unless noted): 100 = growth as untreated, 0 = no growth, -100 = all killed.
MDA-MB-468 – MDA-MB-468 breast cancer | 78,000 compounds, 8.5% hits
CCRF-CEM – CCRF-CEM leukemia; 77,000 compounds, 7% hits; AID 1794778
K-562 – K-562 leukemia; 78,000 compounds, 7.4% hits
MDA-MB-231 – MDA-MB-231 breast cancer. AID 1794789. 81,000 compounds, 5% hits
SR – SR leukemia cells; AID 1794780; 73,000 compounds, 8.7% hits
MOLT-4 – MOLT-4 leukemia cells; 80,000 compounds, 6.9% hits
MDA-MB-435 – MDA-MB-435 melanoma | 82,000 compounds, 7.8% hits
RPMI-8226 – RPMI-8226 leukemia cells. 77,000 compounds, 7.5% hits
* = called active by the depositor; · = not tested or not shown. The calls were made as follows: active = growth percent below 10; inactive = the rest.

#1 CCC(C)[C@@H]1N[C@@]2(C(=O)Nc3ccccc32)[C@@H](c2ccc(F)cc2)[C@@H]1C(=O)c1ccc(O)cc1 (some centres not stated)
#2 N/C(=N\O)c1cn(C2OC(CO)C(O)C2O)c2ncnc(N)c12 (configuration not stated)
#3 COc1ccc(-n2ncn(Cc3nc(-c4ccccc4)n[nH]3)c2=O)cc1
#4 C=C1C(=O)O[C@@H]2[C@H]3[C@H](COC(C)=O)[C@@H](OC(C)=O)C[C@H]3C(=C)[C@@H](O)C[C@@H]12
#5 CC(=O)Nc1ccc(C2NCC(=O)N2O)cc1 (configuration not stated)
#6 CC(C)c1cc(C(=O)N2Cc3ccccc3C2)c(O)c2cnoc12

compound no. | 1 | 2 | 3 | 4 | 5 | 6
MDA-MB-468 | 93 | -23* | 106 | 77 | 113 | 114
CCRF-CEM | 89 | -10* | 67 | 62 | 92 | 114
K-562 | 68 | 7.5* | 84 | 87 | 93 | ·
MDA-MB-231 | 74 | 5.9* | 89 | 99 | 91 | 88
SR | 63 | -4.4* | 74 | 73 | 85 | 90
MOLT-4 | 63 | -28* | 88 | 90 | 84 | 88
MDA-MB-435 | 96 | -73* | 107 | 101 | 120 | 94
RPMI-8226 | 84 | -44* | 93 | 76 | 95 | 99

#7 Cc1ccc(CN(C(=O)CNC(=O)OC(C)(C)C)C(C(=O)NC(C)(C)C)c2ccccc2)o1 (configuration not stated)
#8 CC(=O)OCC(=O)[C@@]1(O)CC[C@H]2[C@@H]3CC[C@@H]4C[C@H](O)CC[C@]4(C)[C@H]3C(=O)C[C@@]21C
#9 C[C@H]1[C@H](C)CC[C@]2(C(=O)N3CCN(C)CC3)CC[C@]3(C)C(=CC[C@@H]4[C@@]5(C)C/C(=C/c6ccccn6)C(=O)C(C)(C)[C@@H]5CC[C@]43C)[C@H]12
#10 COc1ccc(-c2nc(N)nc(-c3nc(N)nc(-c4ccc(OC)cc4)c3-c3ccc(OC)cc3)c2-c2ccc(OC)cc2)cc1
#11 NS(=O)(=O)c1ccc(Nc2ccnc(SCC(=O)c3ccc(Br)cc3)n2)cc1
#12 CS(=O)(=O)Nc1ccc(C(=O)N=Nc2c(O)[nH]c3ccccc23)cc1

compound no. | 7 | 8 | 9 | 10 | 11 | 12
MDA-MB-468 | 96 | 98 | 104 | 63 | 95 | 114
CCRF-CEM | 113 | 74 | 93 | 107 | 101 | 102
K-562 | 125 | 101 | 80 | 77 | 101 | 99
MDA-MB-231 | 118 | 103 | 93 | · | 97 | 107
SR | 119 | 95 | 74 | · | 111 | 104
MOLT-4 | 120 | 80 | 84 | 79 | 96 | 109
MDA-MB-435 | 112 | 103 | 99 | 94 | 101 | 100
RPMI-8226 | 103 | 95 | 74 | 83 | 82 | 107

#13 CC(NCCC(c1ccccc1)c1ccccc1)c1ccccc1 (configuration not stated)
#14 Cc1ccccc1NCC(C)O (configuration not stated)
#15 Cc1cc(-c2ccc(N=Nc3c(N)c(S(=O)(=O)O)cc4cc(S(=O)(=O)O)ccc34)c(C)c2)ccc1N=Nc1c(N)ccc2cc(S(=O)(=O)O)ccc12
#16 NNC(=S)Nc1ccc(S(=O)(=O)Nc2ccc(Cl)nn2)cc1
#17 Cl/C(=N\Nc1ccccc1)c1ccccc1
#18 CC1(C)CC[C@]2(C(=O)N3CCCN(CC#N)CC3)CC[C@]3(C)C(=CC[C@@H]4[C@@]5(C)CCC(=O)C(C)(C)[C@@H]5CC[C@]43C)[C@H]2C1

compound no. | 13 | 14 | 15 | 16 | 17 | 18
MDA-MB-468 | 49 | · | 101 | 108 | 79 | 99
CCRF-CEM | 48 | 85 | 111 | 113 | 89 | 94
K-562 | -44* | 108 | 110 | 110 | 90 | 100
MDA-MB-231 | 84 | 105 | 82 | 99 | 90 | 100
SR | -36* | 92 | 98 | 111 | 123 | ·
MOLT-4 | 18 | 100 | 80 | 109 | 80 | 100
MDA-MB-435 | 27 | 102 | 107 | 108 | 81 | 106
RPMI-8226 | 26 | 86 | 111 | 114 | 104 | 101

#19 NC(=O)CSCc1ccccc1
#20 CC(=O)c1c(/C=C/c2ccc(C(F)(F)F)cc2)c2ccccc2[nH]c1=O
#21 FC(F)(F)c1ccc(-c2cnc(Cl)nc2NCCCC(F)(F)C(F)(F)C(F)(F)C(F)(F)C(F)(F)C(F)(F)C(F)(F)C(F)(F)F)cc1
#22 CCc1ccc(N(C(=O)C2CC2c2ccc(F)c(F)c2)C(C(=O)NC(C)(C)C)c2cc3cc(Br)ccc3nc2Cl)cc1 (configuration not stated)
#23 Cc1ccc(NC(=O)c2ccccc2)cc1
#24 CC(=O)Nc1ccc2c(c1)C(=Nc1ccccc1)c1ccccc1-2

compound no. | 19 | 20 | 21 | 22 | 23 | 24
MDA-MB-468 | 98 | 84 | 102 | 102 | 106 | 87
CCRF-CEM | 97 | 96 | 99 | 85 | 111 | 82
K-562 | 87 | 86 | 87 | 99 | 109 | 78
MDA-MB-231 | 107 | 88 | 104 | 88 | 101 | 94
SR | 96 | 63 | 92 | 91 | 103 | 71
MOLT-4 | 89 | 96 | 82 | 95 | 101 | ·
MDA-MB-435 | 105 | 85 | 108 | 105 | 104 | 104
RPMI-8226 | 101 | 85 | 89 | 86 | · | 104

#25 COc1ccc(/C=C/C(=O)c2ccc(NC(=O)CSc3nc(-c4ccc(OC)c(OC)c4)c(C#N)c(=O)[nH]3)cc2)cc1OC
#26 O=[N+]([O-])c1cc(Cl)ccc1Nc1ccccc1
#27 CC(=O)O[C@]1(C(C)=O)CC[C@H]2[C@@H]3C[C@H](Cl)C4=CC(=O)CC[C@]4(C)[C@H]3CC[C@@]21C
#28 O=C(NS(=O)(=O)c1ccc(Cl)cc1)n1cc(-c2ccncc2)c(-c2ccc(Cl)c(O)c2)n1
#29 COc1ccc(-c2cs/c(=N\N=C\c3ccccc3F)n2-c2ccccc2)cc1
#30 c1ccc(C2CC(c3cccc(OCCCCOc4cccc(C5=NOC(c6ccccc6)C5)c4)c3)=NO2)cc1 (configuration not stated)

compound no. | 25 | 26 | 27 | 28 | 29 | 30
MDA-MB-468 | 58 | 115 | 85 | 76 | 75 | 117
CCRF-CEM | 58 | 105 | 88 | 73 | 48 | 89
K-562 | · | 110 | 80 | 92 | 39 | 103
MDA-MB-231 | 58 | 102 | 86 | 50 | 62 | 108
SR | 56 | 88 | · | 67 | 27 | 105
MOLT-4 | 65 | 77 | 78 | 82 | 35 | 106
MDA-MB-435 | 74 | 104 | 105 | 52 | 54 | 109
RPMI-8226 | 75 | 90 | 75 | 59 | 52 | 84

#31 O=Cc1ccc(OCc2cnnn2-c2cc(=O)[nH]c3ccccc23)cc1
#32 CC1(C)OC2OC3C(CN)OC(c4ccccc4)OC3C2O1 (configuration not stated)
#33 COc1ccc(/C=C/C(=O)c2ccc(NC(=O)CSc3nnc(-c4ccc5nc(-c6ccc(Cl)cc6)[nH]c5c4)o3)cc2)cc1
#34 NS(=O)(=O)c1cnccc1Oc1c(-c2ccccc2)oc2ccccc2c1=O
#35 Cc1ccc(NC(=O)c2[nH]c(SCCN(C)C)nc2-c2ccc(F)cc2)cc1Nc1ccc2ncn(C)c(=O)c2c1
#36 CCn1c2ccc(/C=N/NS(=O)(=O)CCN(C)C)cc2c2cc(/C=N/NS(=O)(=O)CCN(C)C)ccc21

compound no. | 31 | 32 | 33 | 34 | 35 | 36
MDA-MB-468 | 107 | 116 | 110 | 99 | 92 | 93
CCRF-CEM | 97 | 104 | 60 | 93 | 62 | 103
K-562 | · | 104 | 87 | 147 | 40 | 94
MDA-MB-231 | 100 | 101 | 98 | 96 | 41 | 90
SR | 95 | 96 | 80 | 79 | -25* | 84
MOLT-4 | 108 | 5.5* | 64 | 118 | 41 | 103
MDA-MB-435 | 108 | 110 | 98 | 116 | 45 | 97
RPMI-8226 | 99 | · | 64 | 112 | 41 | 100

#37 O=C(Nc1cccc(NOCc2ccccc2)c1)c1ccc2c(c1)ncn2-c1ccccc1
#38 CN1c2ccnn2CC1c1ccccc1 (configuration not stated)
#39 CC(C)CSc1nc(NN)c(C#N)c(-c2ccc(F)cc2)n1
#40 CC1(C)CC(=O)C2=C(C1)OC1=C(C(=O)CC(C)(C)C1)C2c1ccc(OCc2cn(-c3ccc(Cl)c(Cl)c3)nn2)cc1
#41 Cn1c(O)c(N=NC(=O)c2ccco2)c2ccccc21
#42 CC(=O)Nc1nc(-c2ccc(N3CCN(C)CC3)c(NS(=O)(=O)c3ccc(C(F)(F)F)cc3)c2)cs1

compound no. | 37 | 38 | 39 | 40 | 41 | 42
MDA-MB-468 | 117 | 110 | 85 | 97 | 48 | -29*
CCRF-CEM | 54 | 102 | 62 | 90 | 104 | -13*
K-562 | 39 | 96 | 59 | 75 | 110 | ·
MDA-MB-231 | 74 | 119 | 87 | 83 | 87 | 24
SR | · | 98 | 75 | 65 | 115 | ·
MOLT-4 | 65 | 103 | 80 | 82 | 102 | ·
MDA-MB-435 | 79 | 104 | 79 | 95 | 99 | 6.4*
RPMI-8226 | 58 | 103 | 61 | 100 | 98 | -29*

#43 CNC(=O)c1cc(Oc2ccc3c(c2)sc2nc(-c4ccc(N(C)C)cc4)cn23)ccn1
#44 CCCC(C)C(C(=O)OCC)C(=O)OCC (configuration not stated)
#45 COc1ccc(C(=O)NC(=O)Nc2ccc3c(c2)NC(=O)/C3=C\c2[nH]c(C)c(C(=O)NCCN3CCCC3)c2C)c(F)c1
#46 NCC(=O)N1CCC[C@H]1C(=O)OC/C=C/c1ccccc1
#47 Cc1ccc2cc(/C=C3\SC(=Nc4ccc(S(N)(=O)=O)cc4)NC3=O)c(Cl)nc2c1
#48 COc1cc(OC)c2sc(-c3ccc(-n4cncc4-c4ccc(OC)c(N)c4)cc3)nc2c1

compound no. | 43 | 44 | 45 | 46 | 47 | 48
MDA-MB-468 | 37 | 108 | 90 | 122 | 94 | 81
CCRF-CEM | 9.5* | 41 | 58 | 90 | 101 | 59
K-562 | 12 | 124 | 27 | 84 | 114 | 55
MDA-MB-231 | 16 | 97 | 98 | 102 | 102 | 76
SR | 13 | 113 | 23 | 98 | 129 | 74
MOLT-4 | 15 | 104 | 66 | 83 | 108 | 58
MDA-MB-435 | -38* | 100 | 113 | 104 | 104 | 69
RPMI-8226 | 6.2* | 104 | 89 | 91 | 106 | 52

#49 COc1sc(/C=N/NC(=O)c2[nH]c3ccc(Br)cc3c2-c2ccccc2)cc1Br
#50 CC(=O)c1c(C)cc(C)nc1C
#51 Cc1cccc(I)c1
#52 CCN(CC)Cc1c(O)ccc2c(=O)c(-c3ccc(OC)c(OC)c3)coc12
#53 CSc1nc(N)n(/N=C(\C)c2ccccc2)c(=O)c1C#N
#54 NNS(=O)(=O)c1ccc([N+](=O)[O-])cc1
#55 COc1ccc(-c2nnc(SCC(=O)Nc3ccc(C(=O)/C=C/c4ccccc4)cc3)o2)cc1
#56 Cc1cccc(NC(=O)Nc2ccc(Nc3ncnc4[nH]c(C)c(C)c34)cc2F)c1
#57 Cc1nn(-c2ccccc2)c2c1C(c1ccc([N+](=O)[O-])cc1)C(C#N)=C(N)O2 (configuration not stated)

compound no. | 49 | 50 | 51 | 52 | 53 | 54 | 55 | 56 | 57
MDA-MB-468 | -14* | 100 | 105 | 107 | 98 | 103 | 70 | 108 | 108
CCRF-CEM | 6.2* | 99 | 114 | 109 | 101 | 105 | 87 | 96 | 90
K-562 | 7.8* | 92 | 94 | 91 | 93 | 109 | 80 | 92 | ·
MDA-MB-231 | -13* | 108 | 104 | 117 | 106 | 101 | 88 | 97 | 87
SR | 4.8* | 105 | 91 | 92 | 87 | 96 | 63 | 110 | 91
MOLT-4 | -2.1* | 98 | 89 | 101 | 99 | 102 | 88 | 98 | 101
MDA-MB-435 | -27* | 101 | 115 | 105 | 107 | 113 | 73 | · | 121
RPMI-8226 | 9.3* | 105 | 103 | · | 110 | 117 | 46 | · | 74

Filtered by structure: the compounds so far with an NH in an aromatic ring (10)
#3 COc1ccc(-n2ncn(Cc3nc(-c4ccccc4)n[nH]3)c2=O)cc1
#12 CS(=O)(=O)Nc1ccc(C(=O)N=Nc2c(O)[nH]c3ccccc23)cc1
#20 CC(=O)c1c(/C=C/c2ccc(C(F)(F)F)cc2)c2ccccc2[nH]c1=O
#25 COc1ccc(/C=C/C(=O)c2ccc(NC(=O)CSc3nc(-c4ccc(OC)c(OC)c4)c(C#N)c(=O)[nH]3)cc2)cc1OC
#31 O=Cc1ccc(OCc2cnnn2-c2cc(=O)[nH]c3ccccc23)cc1
#33 COc1ccc(/C=C/C(=O)c2ccc(NC(=O)CSc3nnc(-c4ccc5nc(-c6ccc(Cl)cc6)[nH]c5c4)o3)cc2)cc1
#35 Cc1ccc(NC(=O)c2[nH]c(SCCN(C)C)nc2-c2ccc(F)cc2)cc1Nc1ccc2ncn(C)c(=O)c2c1
#45 COc1ccc(C(=O)NC(=O)Nc2ccc3c(c2)NC(=O)/C3=C\c2[nH]c(C)c(C(=O)NCCN3CCCC3)c2C)c(F)c1

compound no. | 3 | 12 | 20 | 25 | 31 | 33 | 35 | 45
MDA-MB-468 | 106 | 114 | 84 | 58 | 107 | 110 | 92 | 90
CCRF-CEM | 67 | 102 | 96 | 58 | 97 | 60 | 62 | 58
K-562 | 84 | 99 | 86 | · | · | 87 | 40 | 27
MDA-MB-231 | 89 | 107 | 88 | 58 | 100 | 98 | 41 | 98
SR | 74 | 104 | 63 | 56 | 95 | 80 | -25* | 23
MOLT-4 | 88 | 109 | 96 | 65 | 108 | 64 | 41 | 66
MDA-MB-435 | 107 | 100 | 85 | 74 | 108 | 98 | 45 | 113
RPMI-8226 | 93 | 107 | 85 | 75 | 99 | 64 | 41 | 89

#49 COc1sc(/C=N/NC(=O)c2[nH]c3ccc(Br)cc3c2-c2ccccc2)cc1Br
#56 Cc1cccc(NC(=O)Nc2ccc(Nc3ncnc4[nH]c(C)c(C)c34)cc2F)c1

compound no. | 49 | 56
MDA-MB-468 | -14* | 108
CCRF-CEM | 6.2* | 96
K-562 | 7.8* | 92
MDA-MB-231 | -13* | 97
SR | 4.8* | 110
MOLT-4 | -2.1* | 98
MDA-MB-435 | -27* | ·
RPMI-8226 | 9.3* | ·
